Screening data (PubChem BioAssay)
JMJD2E inh – qHTS Assay for Inhibitors of Human Jumonji Domain Containing 2E (JMJD2E) | Lysine-specific demethylase 4E (Homo sapiens), B2RXH2 | JMJD2E catalytic domain, FDH-coupled NADH fluorescence (FDH is formaldehyde dehydrogenase) | Potency, µM (highest dose often 57.1 µM), without a hit: at the top dose activity change, negative = inhibition, actives largely listed as inhibitors | 1.6% of 230,000 active; active = well fitted inhibition curve with a large enough effect, not every such curve was filed as active; inconclusive = small, poorly fitted or top-dose-only effect, or another doubt; inactive = no such curve, though single readings can be large or run the other way;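 also: 0% = wells with enzyme and -100% = buffer wells without enzyme; nearly all actives have a fitted effect of over 50% in size; many of its hits are not listed in these tables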
Target sequence (B2RXH2 1-337 limits assumed): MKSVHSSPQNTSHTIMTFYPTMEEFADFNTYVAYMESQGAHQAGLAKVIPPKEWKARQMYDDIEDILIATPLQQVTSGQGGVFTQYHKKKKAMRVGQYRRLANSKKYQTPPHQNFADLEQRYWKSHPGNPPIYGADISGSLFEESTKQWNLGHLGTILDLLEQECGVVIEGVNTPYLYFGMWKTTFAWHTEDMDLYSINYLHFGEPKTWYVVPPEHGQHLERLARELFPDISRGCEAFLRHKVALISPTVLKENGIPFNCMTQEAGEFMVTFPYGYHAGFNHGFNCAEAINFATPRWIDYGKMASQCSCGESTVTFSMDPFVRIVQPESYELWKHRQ
GoLoco inh red – qHTS Assay for Inhibitors of RGS12 GoLoco Motif Activity (Red Fluorophore). Gai1:RGS12 GoLoco peptide FP, rhodamine, 10 min. Guanine nucleotide-binding protein G(i) subunit alpha-1 (Homo sapiens), P63096. 0.44% of 230,000 active. Potency, µM (doses to about 61.6 µM), without a hit: at the top dose activity, negative = inhibition, hits mostly inhibitors. AID 880, 2007; active = well fitted inhibition curve with a large enough effect, not every such curve was filed as active; inactive = no such curve, though single readings can be large or run the other way; also: % is scaled to controls: 0 for no effect and ±100 for the full control effect; nearly all actives have a fitted effect of over 30% in size; many of its hits are not listed in these tables
Target sequence (P63096 whole entry, looked up): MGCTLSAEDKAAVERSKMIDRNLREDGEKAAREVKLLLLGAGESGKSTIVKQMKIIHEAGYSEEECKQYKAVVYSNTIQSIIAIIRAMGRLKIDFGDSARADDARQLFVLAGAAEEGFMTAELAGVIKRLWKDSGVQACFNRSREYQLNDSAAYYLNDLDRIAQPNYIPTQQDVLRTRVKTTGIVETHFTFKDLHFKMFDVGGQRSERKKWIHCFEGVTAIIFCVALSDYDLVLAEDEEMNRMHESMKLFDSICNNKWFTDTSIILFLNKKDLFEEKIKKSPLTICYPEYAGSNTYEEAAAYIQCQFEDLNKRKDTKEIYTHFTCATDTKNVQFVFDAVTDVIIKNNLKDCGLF
RECQ1 helicase – qHTS Assay for Inhibitors of RecQ-Like Dna Helicase 1 (RECQ1). 0.54% of 240,000 active. RECQ1 DNA unwinding, red fluorescence kinetic read. Potency, µM (series often up to 57.3 µM), inactives show at the highest dose activity, negative = inhibition, hits mostly inhibitors. ATP-dependent DNA helicase Q1 (Homo sapiens), P46063;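 also: plate controls were vehicle for no effect and no enzyme for full effect; nearly all actives have a fitted effect of over 30% in size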
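50 nM RECQ1T1 preincubated 15 min with compound in Tris pH 8.0 buffer with MgCl2, DTT, Tween-20 and 2.5 ug/ml poly(dI-dC); started with 200 nM TAMRA/BHQ-2 forked duplex and 2 mM ATP. Unwinding read as fluorescence (525/598 nm), two reads 2 h apart.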
TR SRC2 fluor cs – Total Fluorescence Counterscreen for Inhibitors of the Interaction of Thyroid Hormone Receptor and Steroid Receptor Coregulator 2 | Potency, µM (doses to about 106 µM), for the others: at the top dose fluorescence change, negative = quenching | AID 1479, 2009 | TRb/SRC2 Texas Red total fluorescence interference | 0.29% of 280,000 active; active = well fitted curve in either direction with a large enough effect; inconclusive = small, poorly fitted or top-dose-only effect; also: % is scaled to controls: 0 for no effect and ±100 for the full control effect
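Flags fluorescent or light-absorbing compounds by total fluorescence, S + 2P, at 555 nm excitation and 632 nm emission. Mixture: 20 nM Texas Red SRC2 peptide, 0.6 uM human TRb LBD, 1 uM T3, 5% DMSO; compound exposure 5 h at ambient temperature.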
LMNA splice mod – qHTS Assay for Modulators of Lamin A Splicing; HeLa LMNA splicing GFP/RFP minigene ratio, 48 h; Potency, µM (series often up to 46.1 µM), inactives show at the top dose ratio change, negative = inhibition, most hits filed as inhibitors; 0.01% of 200,000 active; active = well fitted inhibition curve with a large enough effect in the signal ratio, with a control signal flat, not every such curve was filed as active; inconclusive = small, poorly fitted or top-dose-only effect, or effect the other way, or a change in a side signal; the % refers to the signal ratio; also: % is scaled to controls: 0 for no effect and ±100 for the full control effect
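S3 HeLa stable clones carrying a lamin A-EGFP splicing minigene plus DsRed2 were seeded at 600 cells/well in Opti-MEM with 2% FBS, pin-dosed and incubated 48 h at 37°C. Acumen cytometry (488 nm) gave the GFP/RFP total-intensity ratio.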
SMN2 splice enh – qHTS Assay for Enhancers of SMN2 Splice Variant Expression. HEK293 SMN2-luciferase splicing reporter, luminescence, 30-36 h. Potency, µM (top dose mostly 46.1 µM), for the others: at the highest dose activity change, positive = activation, most hits filed as activators. 2.8% of 210,000 active. AID 1458, 2008; also: % of control where 0% means no effect; nearly all actives have a fitted effect of over 55% in size
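qHTS luciferase splicing reporter: luminescence rises when SMN2 exon 7 is included in transfected HEK293 cells. Compound exposure lasted 30-36 h at 37C, with 4.5 mM final sodium butyrate as control, followed by a ONE-Glo read.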
TRb SRC2 PPI – qHTS for Inhibitors of the Interaction of Thyroid Hormone Receptor and Steroid Receptor Coregulator 2; Potency, µM (highest dose often 106 µM), inactives show at the highest dose activity change, negative = inhibition, most hits filed as inhibitors; 0.065% of 280,000 active; AID 1469, 2008; TRbeta-SRC2 peptide binding, fluorescence polarization; receptor liganded with 1 µM T3;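 also: plate controls were bound peptide for no effect and peptide without receptor for full effect; nearly all actives have a fitted effect of over 50% in size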
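Assay buffer: 20 mM Tris-HCl, 100 mM NaCl, 10% glycerol, 1 mM EDTA, 0.01% NP-40, 1 mM DTT, 1 uM T3, 5% DMSO; TRb LBD 0.6 uM, Texas Red SRC2 20 nM; FP after 5 hr.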
ALDH1A1 block – qHTS Assay for Inhibitors of Aldehyde Dehydrogenase 1 (ALDH1A1) | Potency, µM (titrated, usually from 75.3 µM), for the others: at the top dose activity, negative = inhibition, usual class: inhibitors | Aldehyde dehydrogenase 1A1 (Homo sapiens), P00352 | 7.3% of 220,000 active | Purified ALDH1A1, NADH fluorescence, propionaldehyde substrate; active = well fitted inhibition curve with a large enough effect, not every such curve was filed as active; inconclusive = small, poorly fitted or top-dose-only effect, or another doubt; inactive = no such curve, though single readings can be large or run the other way;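 also: plate controls were no enzyme wells and a reference inhibitor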
The depositor's hits bear a star; i = inactive; u = inconclusive; x = not tested or not shown; [ ] = remark or other dose. Unless noted, calls follow the shape of the dose curve; as a rule, active = well fitted curve in the direction sought with a large enough effect; inconclusive = small, poorly fitted or top-dose-only effect, or another doubt; inactive = no such curve, though single readings can be large; an effect the other way counts as inactive or inconclusive. Potency is read from the fitted curve at half-maximal effect.

SMILES | JMJD2E inh | GoLoco inh red | RECQ1 helicase | TR SRC2 fluor cs | LMNA splice mod | SMN2 splice enh | TRb SRC2 PPI | ALDH1A1 block
CN1CCN(NC(=O)c2ccc(Cl)c(S(=O)(=O)Nc3ccc(Cl)cc3)c2)CC1 | 2.9% | -1.2% | -11.3% | -2.8% | x | x | 7.9% | x
COc1ccc(C(=O)Nc2ccc(C3=NNC(=O)CC3C)cc2NC(=O)c2ccc(OC)cc2)cc1 (configuration not stated) | u | -1.9% | -6.8% | -5.9% | -9.9%[46 µM] | u | 3.3% | 2µM*
COc1ccc(-n2cnc(N)c2C(=O)c2cccc([N+](=O)[O-])c2)cc1 | 1.2% | 4.0% | -12.2% | 2.9% | u | 3.5% | 3.4% | -3.5%
N/C(=N\OC(=O)CCC1CCCCC1)c1cccc([N+](=O)[O-])c1 | 1.1% | -2.6% | -5.3% | 1.8% | 3.6% | -2.5% | -1.4% | -9.2%
COc1ccc(CNC(=O)Nc2cccs2)cc1OC | 7.0% | 19.5% | 0.6% | -1.4% | 12.7% | 2.3% | -4.1% | u
COCn1c(-c2ccc(OC)cc2)nc2ccccc21 | u | -1.7% | -1.8% | 2.5% | -1.1% | 14.1µM* | 17.1% | u
CN(C#N)c1nc(Cl)nc(Nc2cccc(Cl)c2)n1 | -2.9% | 7.3% | 3.5% | -1.2% | -14.5% | -9.2% | -2.3% | 3.98µM*
O=C(/C=C/c1ccco1)Nc1nnc(-c2ccco2)s1 | u | 11.4% | i | 0.2%[53 µM] | u | x | -5.0%[53 µM] | 6.8%
CCC(C)(C)NC(=O)C(c1ccncc1)N(Cc1ccc(C)cc1)C(=O)c1csnn1 (configuration not stated) | u | -2.9% | -7.8% | 0.3% | -10.4% | 8.5% | -18.5% | -2.5%
O=C(N/N=C/c1ccncc1)c1ccc(NC(=O)c2cccc(Cl)c2)cc1 | -10.3% | 62.7%[activator] | -10.1% | -3.3% | x | -21.2% | -4.0% | -4.4%
O=C(Cn1c(=O)n(CC(=O)NCc2ccccc2)c2ccccc21)NCc1ccccc1 | 6.4% | 7.2% | -12.1% | 3.6% | 3.1% | u | 4.1% | 2.6%
NNC(=O)Nc1cccc(C(F)(F)F)c1 | 12.0% | -8.7% | -6.7% | -1.2% | x | x | -6.7% | u

Results in TR SRC2 fluor cs and JMJD2E inh, for two of the compounds above:
| smiles | TR SRC2 fluor cs | JMJD2E inh |
| --- | --- | --- |
| COCn1c(-c2ccc(OC)cc2)nc2ccccc21 | 2.5% | u |
| CN(C#N)c1nc(Cl)nc(Nc2cccc(Cl)c2)n1 | -1.2% | -2.9% |

(next part)
SMILES | JMJD2E inh | GoLoco inh red | RECQ1 helicase | TR SRC2 fluor cs | LMNA splice mod | SMN2 splice enh | TRb SRC2 PPI | ALDH1A1 block
Cc1cccc2[nH]c3c(N4CCN(C(=O)c5ccco5)CC4)ncnc3c12 | u | 1.3% | -13.9% | 1.0% | u | -15.9% | -3.5% | u
CC(=O)Nc1ccc(-c2cn3cc(C)ccc3n2)cc1 | u | 11.0% | -3.5% | -1.1% | 9.4% | 4.47µM* | -6.2% | u
CCCCCCCC/C=C\CCCCCCCC(=O)N[C@@H](CO)Cc1ccc(O)cc1 | -3.9% | 1.6% | u | -4.7% | x | x | 1.2% | -3.9%
FC(F)Oc1ccc(NC(=S)Nc2ccc3cn[nH]c3c2)cc1 | u | 5.5% | 1.0% | 0.4% | x | x | -5.0% | u
COc1ccc(N2C(=O)CC(Cc3ccccc3)C2=O)cc1 (configuration not stated) | -0.6% | -15.0% | i | -3.9% | -3.6% | x | -6.2% | 11.5%
Cc1ccc(-c2cc(Cc3cccs3)c(=O)[nH]n2)cc1 | -0.9% | 0.9% | -3.0% | 0.0% | x | x | -0.9% | x
O=C(O)c1ccccc1C(=O)OCc1ccccc1 | 1.7% | -6.2% | -0.9% | 1.0% | 6.1% | -2.9% | -15.0% | u
CC(=O)Nc1ccc(S(=O)(=O)Oc2cccc(N3C(=O)C4CCCCC4C3=O)c2)cc1 (configuration not stated) | 4.7% | -2.3% | -11.1% | 2.2% | -5.9% | -10.6% | 1.4% | -2.1%
COc1cc(/C=N/NC(=O)c2nonc2C)ccc1O | 0.4% | 4.9% | i | -1.3% | x | 6.6% | -4.6% | -3.1%
COc1ccc(N2CCN(C(=O)Cn3cnc4c(cnn4-c4ccccc4)c3=O)CC2)cc1 | -1.9% | -10.3% | 1.3% | -1.3% | -0.1%[9.22 µM] | -17.1% | 0.9% | 6.6%
CC1OC23CCCCC2C(C#N)(C(=N)O3)C1(C#N)C#N (configuration not stated) | u | -31.4% | i | 2.9% | -7.3% | -24.1% | -12.0% | u
CCCCOc1ccc(NC(=O)CN2CCN(C(=O)OCC)CC2)cc1 | u | 1.2% | -11.8% | -2.9% | -8.6% | -9.7% | -5.9% | u
COc1cccc(NC(=O)COC(=O)/C=C/c2ccc(Cl)cc2Cl)c1 | 2.5% | 8.5% | -1.0% | 0.3% | -14.0% | -2.4% | 0.1% | 8.8%
CCCCCCCNC1=CC(=O)CC(c2ccccc2)C1 (configuration not stated) | -4.0% | 13.1% | -7.1% | -10.4% | u | 0.1% | 5.2% | u
CCn1nc(C)cc1C(=O)Sc1ccc(C)cc1 | -3.1% | 2.9% | 2.4% | 0.8% | x | x | 0.4% | x
Cc1cc(C)cc(-c2nnc(SCC(=O)NCc3cccs3)o2)c1 | 5.1% | 4.3% | -11.5% | -3.7% | -9.5% | -3.3% | -3.8% | -1.0%
CN(C)S(=O)(=O)c1cc(NC(=O)CN2CCc3ccccc32)ccc1Cl | 13.7% | 12.6% | -5.4% | -5.2% | x | x | -3.3% | 1.58µM*
Cc1cccc(C)c1NC(=O)C(=O)NCCCN1CCOCC1 | -2.6% | 3.5% | -8.6% | -0.2% | 4.2% | 15.5% | 2.7% | -1.8%
O=C(NCc1ccccn1)c1ccc(Cl)cc1Cl | 0.0% | -2.4% | -2.9% | 1.3% | -7.6% | 5.1% | 5.9% | 7.0%
CN1C(=O)c2c(sc3c2CCCC3)NC1c1ccccc1O (configuration not stated) | u | -3.4% | -0.8% | 0.9% | 6.6% | u | 3.0% | u
Cc1cc(NC(=O)c2cnn3cccnc23)n(-c2ccccc2)n1 | 2.1% | -3.8% | 0.7% | -3.0% | u | -10.0% | -11.7% | 0.4%
COc1ccc(/C=N/n2c(-c3n[nH]c4c3CCC4)n[nH]c2=S)c(OC)c1OC | -6.7% | -1.7% | -7.3% | -0.9% | x | x | 2.7% | x
Cc1cc(Br)ccc1NC(=S)N1CCOCC1 | 4.3% | 4.0% | -7.8% | -5.4% | x | x | 3.8% | x
CCN1/C(=C/C(=S)Nc2ccccc2)Sc2ccccc21 | -10.7% | 31.8%[activator] | u | -5.3% | x | x | 4.3% | x
NC(N)=Nc1nc2cc([N+](=O)[O-])ccc2o1 | -22.8% | 6.6% | i | -4.5% | u | x | 0.9% | u
Cn1c(SCC(=O)OCc2ccccc2)nnc1-c1ccco1 | 4.3% | 4.1% | i | -0.6% | -7.6% | -4.2% | 2.5% | u
O=C1N=C(N2CCN(c3ccccc3)CC2)S/C1=C/c1ccco1 | -0.6% | 2.6% | -24.5% | -2.3% | x | x | 3.4% | x
CC(=O)N1CCN(C(=O)CCc2c[nH]c3ccccc23)CC1 | -5.0% | 1.7% | i | 0.6% | 0.3% | -3.4% | -5.7% | 15.1%
CC(C)(C)OC(=O)N1CCOCCOCCN(C(=O)OC(C)(C)C)CCOCC1 | 2.9% | -2.3% | i | -0.9% | 12.1% | -19.2% | -2.0% | 9.1%
CCn1c(COc2ccccc2)nnc1SCC(=O)Nc1cc(OC)ccc1OC | -1.0% | 0.2% | -5.6% | 3.5% | -1.5% | -6.6% | -2.5% | u
COc1ccccc1CCNC(=O)c1cc(-c2ccccn2)nc2ccc(Br)cc12 | 6.4% | 18.3% | 4.9% | -4.8% | x | 7.3% | -1.6% | 3.6%
O=C1C2CCCN2C(=S)N1Cc1ccccc1 (configuration not stated) | 6.2% | -1.1% | -0.7% | 0.8% | x | x | -3.0% | -2.5%
O=C(CS)Nc1ccc2ccccc2c1 | 1.5% | 6.4% | 4.7% | -1.1% | x | x | 10.1% | x
COc1ccc(OCc2nc(N)nc(Nc3ccc(C)cc3)n2)cc1 | 19.3% | 0.9% | -9.7% | 1.0% | u | -15.1% | 7.3% | 2.3%
O=C(COC(=O)CNC(=O)c1ccccc1)Nc1ccc(F)c([N+](=O)[O-])c1 | 4.0% | -5.8% | -5.7% | -1.5% | x | 14.1% | -8.2% | u
CCOC(=O)c1c(C)[nH]c(C(=O)COC(=O)/C=C/c2cccc(OC)c2OC)c1C | -0.6% | x | -0.8% | -3.1% | -14.2% | x | 1.1% | u
CCOC(=O)c1[nH]c(=O)[nH]c1COC(=O)c1cc2ccccc2o1 | u | x | -0.3% | -1.0% | 7.5% | x | 7.9% | u
CCN(CC)C(NC(=O)Cc1ccccc1)C(Cl)(Cl)Cl (configuration not stated) | 4.4% | 4.5% | 4.1% | 1.2% | 6.1% | 7.3% | 6.2% | u

Only part of the results is shown; the hit share may differ from the screen's.
